IDE act: human IDE activators in live cells, primary screen, fluorescence polarization, HEK cells, FAbeta-B substrate. 340,000 tested, 0.073% active. activation, % at 5.96 µM. FAbeta-B cleavage; 0% vehicle, 100% cell-free pure enzyme wells. AID 493087, 2011;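 active means activation above the mean of all tested compounds plus 3 SD, set per screening campaign, cut at about 17% in these data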
Target sequence (P14735 whole entry, looked up): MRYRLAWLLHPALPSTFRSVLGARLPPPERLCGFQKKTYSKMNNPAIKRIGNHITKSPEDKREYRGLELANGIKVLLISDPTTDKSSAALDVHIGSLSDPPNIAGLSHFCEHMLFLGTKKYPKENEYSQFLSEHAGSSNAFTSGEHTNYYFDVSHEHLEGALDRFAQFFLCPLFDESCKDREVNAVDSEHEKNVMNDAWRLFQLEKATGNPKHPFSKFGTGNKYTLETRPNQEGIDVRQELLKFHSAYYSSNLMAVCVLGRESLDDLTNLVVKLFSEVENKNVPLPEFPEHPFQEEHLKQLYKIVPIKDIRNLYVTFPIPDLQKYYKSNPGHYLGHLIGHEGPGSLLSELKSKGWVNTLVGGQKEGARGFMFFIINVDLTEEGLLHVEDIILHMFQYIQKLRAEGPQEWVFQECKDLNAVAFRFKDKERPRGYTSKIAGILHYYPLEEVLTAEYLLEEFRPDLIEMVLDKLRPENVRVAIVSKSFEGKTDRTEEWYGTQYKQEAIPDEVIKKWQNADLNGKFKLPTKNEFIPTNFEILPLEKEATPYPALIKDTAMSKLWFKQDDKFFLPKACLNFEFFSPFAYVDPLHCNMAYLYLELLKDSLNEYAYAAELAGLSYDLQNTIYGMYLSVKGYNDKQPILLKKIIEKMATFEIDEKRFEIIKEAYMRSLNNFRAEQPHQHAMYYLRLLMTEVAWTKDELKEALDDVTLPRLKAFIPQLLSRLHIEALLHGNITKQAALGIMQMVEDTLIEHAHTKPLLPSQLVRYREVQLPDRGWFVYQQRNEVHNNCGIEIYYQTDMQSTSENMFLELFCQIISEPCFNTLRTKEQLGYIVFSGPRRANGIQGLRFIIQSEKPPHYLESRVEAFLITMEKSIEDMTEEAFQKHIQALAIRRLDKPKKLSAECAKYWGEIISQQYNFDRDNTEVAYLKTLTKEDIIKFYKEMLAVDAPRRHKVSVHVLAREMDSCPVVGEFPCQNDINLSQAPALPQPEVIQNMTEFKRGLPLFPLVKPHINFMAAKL
M18AAP inhibitor: PfM18AAP inhibitors, malaria aminopeptidase, primary screen, biochemical, QFRET, recombinant enzyme; M18 aspartyl aminopeptidase (Plasmodium falciparum 3D7); H-Glu-NHMec fluorogenic cleavage; inhibition, % at 7.35 µM; 290,000 tested, 1.2% active; AID 1822, 2009;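 active means inhibition above the campaign mean inhibition over all tested compounds plus 3 SD, cut at about 28% in these data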;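 further: 0% = plate median of test compound wells and 100% = 2 mM ZnCl2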
p-CIP stab down: p/CIP-EGFP fusion destabilizers, primary screen, fluorescence, F442A cells; 16 h; AID 1984, 2009; Q05BA5; 290,000 tested, 0.01% active; decrease of EGFP signal, % at 10 µM;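 active means EGFP signal decrease of at least 30% at 10 µM or well 3 SD below plate mean, unless failing retest; inactive means the rest, including hits failing retest or dose response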; further: some compounds called inactive have numbers as strong as hits; many of its hits are not listed in these tables
IDE cell inh: human IDE inhibitors in live cells, primary screen, fluorescence polarization, HEK cells, FAbetaB substrate; Insulin-degrading enzyme (Homo sapiens), P14735; FAbetaB cleavage; AID 434962, 2010; inhibition, % at 5.59 µM; 320,000 tested, 0.41% active;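 active means percent inhibition above the average of all tested compounds plus 3 SD, set per screening campaign, cut at about 16% in these data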;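 further: IDE supplied by intact live HEK cells; FP after avidin binding of uncleaved biotin substrate so inhibition keeps polarization high; 0% = DMSO wells and 100% = 60 µM reference IDE inhibitor Ii1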
GPR7 antag: GPR7 receptor antagonists, primary screen, cell-based, fluorescence, single concentration; Neuropeptides B/W receptor type 1 (Homo sapiens), P48145; GPR7-expressing cells, fluorescence antagonist assay; inhibition, % at 4.4 µM; 290,000 tested, 1.1% active; AID 1861, 2009; in the data active means inhibition above about 16%, passing the limit was not always enough;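 further: cells stimulated with the agonist NPW; 0% = agonist with vehicle and 100% = vehicle without agonist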
PHOSPHO1 block: PubChem AID 1565; Phosphoethanolamine/phosphocholine phosphatase (Homo sapiens), Q8TCT1; recombinant PHOSPHO1, absorbance phosphatase assay; inhibition, % at 13.3 µM; 290,000 tested, 1.1% active; in the data active means inhibition above about 60%
NALP1 yeast inh: NALP1 inflammasome inhibitors in reconstituted yeast, colorimetric, S. cerevisiae, triplicate retest; AID 2071, 2009; S. cerevisiae NALP1/ASC/caspase-1 growth, X-gal OD620, 72 h; 280,000 tested, 0.61% active; inhibition, % at 10 µM; in the data active means inhibition mostly above about 24%, no sharp cut-off; inactive means mostly below about 32%; further: some compounds called inactive have numbers as strong as hits
VIM-2 inh: VIM-2 metallo-beta-lactamase inhibitors, primary screen, biochemical, epi-absorbance readout, Pseudomonas aeruginosa enzyme. purified VIM-2, nitrocefin hydrolysis, epi-absorbance fluorescence. inhibition, % at 5.6 µM. 290,000 tested, 0.89% active. AID 1527, 2009;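 active means inhibition above the mean of all tested compounds plus 3 SD, cutoff set per screening run, cut at about 7.5% in these data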;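 further: red hydrolysis product quenches plate fluorescence so inhibitors raise well fluorescence; 0% = enzyme with DMSO and 100% = DMSO without enzyme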
IMP-1 inhibitor: IMP-1 metallo-beta-lactamase inhibitors, primary screen, biochemical, epi-absorbance readout, Pseudomonas aeruginosa enzyme | inhibition, % at 5.6 µM | purified IMP-1, nitrocefin hydrolysis, epi-absorbance fluorescence | AID 1556, 2009 | 290,000 tested, 0.45% active;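 active means inhibition above the mean plus 3 SD of all compounds in the same screening run, cut at about 4.5% in these data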;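 further: 0% = IMP-1 with DMSO and 100% = DMSO wells lacking enzyme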
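System: Purified recombinant IMP-1 metallo-beta-lactamase enzyme | Measured by: Fluorescence quenching readout, ex 480/em 530 nm | Replication: Singlicate | Incubation: 15 min preincubation plus 25 min reaction at 25 °C | Evaluation: Percent inhibition from optical density relative to buffer-blank wells | Benchmarks: DMSO with and without IMP-1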
* = called active by the depositor. Rows are unselected, and some 5.3% of all compounds hit somewhere here.

Screening CCCC(=O)Nc1nnc(/C=C/c2ccc(OC)cc2)s1 returned IDE act 4.6, M18AAP inhibitor 6.5, p-CIP stab down -4.2, IDE cell inh -2.2, GPR7 antag -4.3, NALP1 yeast inh 3.8, VIM-2 inh -2.3 and IMP-1 inhibitor -1.9.
For Cc1ccc(OCCn2nc3ccccc3n2)c(C)c1 the results were IDE act 8.7, M18AAP inhibitor -2.7, p-CIP stab down -3.4, IDE cell inh 3.5, GPR7 antag -5.5, PHOSPHO1 block 13.1, VIM-2 inh -3.8 and IMP-1 inhibitor -0.3.
For O=C(NCCCNC(=O)c1ccccc1Cl)c1cnccn1 the results were IDE act 1.6, M18AAP inhibitor -3.9, p-CIP stab down -3.6, IDE cell inh 8.6, GPR7 antag 0.8, PHOSPHO1 block -11.8, NALP1 yeast inh 8.7, VIM-2 inh -2.3 and IMP-1 inhibitor -3.3.
CC1CC(C)CN(CCC(=O)Nc2ccc3c(c2)CCC3)C1 (configuration not stated) was read as IDE act 4.0, M18AAP inhibitor -3.4, p-CIP stab down -9.6, IDE cell inh 2.9, GPR7 antag -16.2, PHOSPHO1 block 23.4, NALP1 yeast inh 1.1, VIM-2 inh -2.8 and IMP-1 inhibitor -3.0.
O=C(NCCNC(=O)c1ccccn1)c1ccccc1 was read as IDE act 7.5, M18AAP inhibitor 4.4, p-CIP stab down 3.7, IDE cell inh 0.4, GPR7 antag -4.8, PHOSPHO1 block -24.5, NALP1 yeast inh -2.8, VIM-2 inh -0.4 and IMP-1 inhibitor 0.3.
`O=C(CSc1nnc(-c2cccnc2)o1)Nc1ccc(Cl)cc1` gave IDE act 2.2, M18AAP inhibitor 7.9, p-CIP stab down 9.3, IDE cell inh -1.6, GPR7 antag 17.4, PHOSPHO1 block 15.9, NALP1 yeast inh -1.0, VIM-2 inh 0.1 and IMP-1 inhibitor -0.1.
`Cc1c(C(=O)NCC2CCCO2)oc2ccc3c(c12)C(=O)CC(C)(C)O3` (configuration not stated) gave IDE act 3.7, M18AAP inhibitor -5.2, p-CIP stab down -11.3, IDE cell inh -2.6, GPR7 antag 4.5, PHOSPHO1 block 13.5, NALP1 yeast inh -7.2, VIM-2 inh -0.1 and IMP-1 inhibitor -1.8.
O=C1c2cccc3cccc(c23)C(=O)N1c1ccc2ncccc2c1 was read as IDE act 2.5, M18AAP inhibitor 2.2, p-CIP stab down 6.3, IDE cell inh 1.4, GPR7 antag -4.6, PHOSPHO1 block -8.0, NALP1 yeast inh -52.8, VIM-2 inh 0.6 and IMP-1 inhibitor 9.3*.
`Cc1c(C(=O)Nc2ccc(F)c(F)c2)oc2ccc(S(=O)(=O)N3CCCCC3)cc12` gave IDE act -1.8, M18AAP inhibitor 8.8, p-CIP stab down -6.0, IDE cell inh -0.2, GPR7 antag 2.0, PHOSPHO1 block 3.4, NALP1 yeast inh -4.7, VIM-2 inh -2.3 and IMP-1 inhibitor -2.2.
For O=C(CSc1ccc(Cl)cc1)N1CCOCC1 the results were IDE act 3.7, M18AAP inhibitor 1.9, p-CIP stab down 4.7, IDE cell inh 3.2, GPR7 antag -11.9, PHOSPHO1 block -12.9, NALP1 yeast inh 7.3, VIM-2 inh 0.2 and IMP-1 inhibitor -2.6.
Screening Cc1ccc(/C=N/N2CCN(c3ccccn3)CC2)cc1 returned IDE act -11.2, M18AAP inhibitor -0.8, p-CIP stab down -4.3, IDE cell inh 2.3, GPR7 antag -4.0, PHOSPHO1 block 0.2, NALP1 yeast inh -16.3, VIM-2 inh 1.8 and IMP-1 inhibitor -0.5.
`COC(=O)Cc1c(C)nc2nc(-c3cccnc3)[nH]n2c1=O` gave IDE act 1.2, M18AAP inhibitor 5.2, p-CIP stab down -91.0, IDE cell inh -1.0, GPR7 antag 9.7, PHOSPHO1 block -29.9, NALP1 yeast inh 6.4, VIM-2 inh -1.2 and IMP-1 inhibitor -2.4.
Screening C=CCO/N=C(/C)c1ccc(Oc2cnccn2)cc1 returned IDE act -1.9, M18AAP inhibitor -1.3, p-CIP stab down 2.3, IDE cell inh -2.9, GPR7 antag -3.0, PHOSPHO1 block -22.7, NALP1 yeast inh 4.1, VIM-2 inh 2.1 and IMP-1 inhibitor -2.9.
For O=C(Cn1cccc1)Nc1ccc(F)cc1F the results were IDE act 6.3, M18AAP inhibitor 5.5, p-CIP stab down 1.4, IDE cell inh 0.1, GPR7 antag -11.5, PHOSPHO1 block 6.0, NALP1 yeast inh 4.3, VIM-2 inh -1.4 and IMP-1 inhibitor -0.1.
For CC(=O)c1cccc(OCC(O)CN2CCN(C(=O)c3ccco3)CC2)c1 (configuration not stated) the results were IDE act -0.6, M18AAP inhibitor -5.6, p-CIP stab down -5.7, IDE cell inh -0.9, GPR7 antag -10.4, PHOSPHO1 block 28.0, NALP1 yeast inh 24.9, VIM-2 inh -1.2 and IMP-1 inhibitor -2.8.
`CCOC(=O)c1c(NC(=O)/C=C/C(=O)O)sc(C)c1-c1ccc(C)c(C)c1` gave IDE act 1.2, M18AAP inhibitor 9.3, p-CIP stab down 5.1, IDE cell inh 4.3, GPR7 antag -8.0, PHOSPHO1 block 35.4, NALP1 yeast inh 6.5, VIM-2 inh -1.4 and IMP-1 inhibitor -2.4.
For Cc1ccc(C(=O)Cn2c(NCCO)nc3ccccc32)cc1 the results were IDE act -1.2, M18AAP inhibitor -2.8, p-CIP stab down -16.3, IDE cell inh 4.3, GPR7 antag 8.0, PHOSPHO1 block 17.9, NALP1 yeast inh 26.2, VIM-2 inh -0.1 and IMP-1 inhibitor -0.3.
Screening COC(=O)c1c(NC(=O)C2CC=CCC2C(=O)O)sc(C)c1C (configuration not stated) returned IDE act 3.2, M18AAP inhibitor 12.2, p-CIP stab down -5.9, IDE cell inh 0.1, GPR7 antag -2.6, PHOSPHO1 block 15.7, NALP1 yeast inh 8.3, VIM-2 inh -1.4 and IMP-1 inhibitor -2.9.
For O=C(N=C1SC2CS(=O)(=O)CC2N1c1ccc(F)cc1F)C1CC1 (configuration not stated) the results were IDE act 3.0, M18AAP inhibitor 6.2, p-CIP stab down -19.9, IDE cell inh 4.2, GPR7 antag 5.7, PHOSPHO1 block 35.5, NALP1 yeast inh 9.6, VIM-2 inh -6.3 and IMP-1 inhibitor 0.6.
For O=C(CSc1nc2nn(-c3ccccc3)c(=O)c-2c2n1CCCCC2)NCCc1ccccc1 the results were IDE act 3.0, M18AAP inhibitor -0.6, p-CIP stab down 0.3, IDE cell inh 2.0, GPR7 antag -13.5, PHOSPHO1 block 5.6, NALP1 yeast inh -7.9, VIM-2 inh -1.7 and IMP-1 inhibitor -2.2.
`O=C(NC(=S)Nc1ccccc1Br)c1ccco1` gave IDE act 3.7, M18AAP inhibitor 8.8, p-CIP stab down -1.5, IDE cell inh 2.3, GPR7 antag -17.5, PHOSPHO1 block 40.0, NALP1 yeast inh 3.4, VIM-2 inh -4.6 and IMP-1 inhibitor -0.9.
For Cc1ccc(Nc2nc(C(=O)N3CCC(C(=O)NCCN4CCOCC4)CC3)cs2)cc1 the results were IDE act -1.2, M18AAP inhibitor -1.1, p-CIP stab down -1.2, IDE cell inh -4.0, GPR7 antag -18.4, PHOSPHO1 block 7.0, NALP1 yeast inh 21.9, VIM-2 inh 0.5 and IMP-1 inhibitor -2.4.
COc1cc(C=O)ccc1OCCOCCOc1ccc(Cl)cc1Cl was read as IDE act 1.0, M18AAP inhibitor 0.9, IDE cell inh -1.8, GPR7 antag 9.4, VIM-2 inh -6.1 and IMP-1 inhibitor -1.4.
For O=C(COc1ccccc1Cl)Nc1ccc(C(=O)O)cc1NC(=O)COc1ccccc1Cl the results were IDE act 1.8, M18AAP inhibitor -2.0, p-CIP stab down 7.5, IDE cell inh -3.1, GPR7 antag 2.4, PHOSPHO1 block 24.0, NALP1 yeast inh 24.4, VIM-2 inh 1.9 and IMP-1 inhibitor 0.5.
`CO/N=C/CC(=O)c1cnc(-c2ccccc2)s1` gave IDE act 4.5, M18AAP inhibitor -12.7, p-CIP stab down -2.2, IDE cell inh 3.4, GPR7 antag 2.2, PHOSPHO1 block 32.5, NALP1 yeast inh -6.5, VIM-2 inh 2.2 and IMP-1 inhibitor -1.3.
Screening COc1cccc(NC(=O)Nc2cnccn2)c1 returned IDE act 2.9, M18AAP inhibitor 3.3, p-CIP stab down -3.5, IDE cell inh 2.6, GPR7 antag -14.9, PHOSPHO1 block 22.6, NALP1 yeast inh 1.6, VIM-2 inh -1.7 and IMP-1 inhibitor -1.3.
For CC(=O)c1cccc(NC(=O)COc2ccccc2)c1 the results were IDE act 2.0, M18AAP inhibitor 4.7, p-CIP stab down -5.3, IDE cell inh 6.8, GPR7 antag 7.0, PHOSPHO1 block -10.1, NALP1 yeast inh 10.4, VIM-2 inh -4.8 and IMP-1 inhibitor 2.5.
Screening COc1ccc(N(CC(=O)N2CCOCC2)S(C)(=O)=O)c(OC)c1 returned IDE act 4.1, M18AAP inhibitor -8.7, p-CIP stab down -13.2, IDE cell inh -1.6, GPR7 antag -17.4, PHOSPHO1 block 19.0, NALP1 yeast inh 3.3, VIM-2 inh -1.2 and IMP-1 inhibitor -2.0.
For COc1cccc(CNC(=O)CCC2CCCN(C(=O)c3csc(C(C)C)n3)C2)c1 (configuration not stated) the results were IDE act 4.4, M18AAP inhibitor -6.8, p-CIP stab down -1.4, IDE cell inh 0.7, GPR7 antag -10.8, PHOSPHO1 block 6.6, NALP1 yeast inh -0.3, VIM-2 inh -1.1 and IMP-1 inhibitor -3.5.
Screening CC(C)(C)C(=O)NC(=S)Nc1ccc(Cl)c(C(=O)O)c1 returned IDE act -5.0, M18AAP inhibitor -9.5, p-CIP stab down -6.1, IDE cell inh -0.2, GPR7 antag 2.2, PHOSPHO1 block -1.3, NALP1 yeast inh 13.8, VIM-2 inh 0.1 and IMP-1 inhibitor -1.8.
CNc1nc(Nc2ccc(C(C)=O)cc2)nc(OC(C(F)(F)F)C(F)(F)F)n1 was read as IDE act 7.3, M18AAP inhibitor 6.6, p-CIP stab down -7.3, IDE cell inh 5.9, GPR7 antag -16.2, PHOSPHO1 block 11.1, NALP1 yeast inh -0.2, VIM-2 inh -0.5 and IMP-1 inhibitor -2.8.
`O=C(CNC(=O)C(c1ccccc1)c1ccccc1)OCC(=O)c1cccs1` gave IDE act 8.2, M18AAP inhibitor -0.8, p-CIP stab down 1.6, IDE cell inh 8.8, GPR7 antag 2.2, PHOSPHO1 block -34.5, NALP1 yeast inh 17.6, VIM-2 inh -3.3 and IMP-1 inhibitor -1.7.
NS(=O)(=O)c1cc(C(=O)OCC(=O)Nc2ccc(N3CCCCC3)cc2)ccc1Cl was read as IDE act 1.7, M18AAP inhibitor 4.7, p-CIP stab down 1.1, IDE cell inh -4.4, GPR7 antag -6.6, PHOSPHO1 block 46.5, NALP1 yeast inh -14.1, VIM-2 inh -2.3 and IMP-1 inhibitor -1.9.

Bioassay records (PubChem BioAssay)
